Screens: PubChem BioAssay, National Center for Advancing Translational Sciences (NCATS)
L3MBTL1 inh: inhibitors of human L3MBTL1; Q9Y468; AlphaScreen L3MBTL1–H3K9me1 peptide binding; Potency, µM (highest dose often 57.1 µM), inactives show at the highest dose activity, negative = inhibition, most hits filed as inhibitors; 0.66% of 230,000 active; AID 485360; active = well fitted inhibition curve with a large enough effect; inconclusive = small, poorly fitted or top-dose-only effect; inactive = no such curve, though single readings can be large or run the other way; also: nearly all actives have a fitted effect of over 60% in size
Target sequence (Q9Y468 whole entry, looked up): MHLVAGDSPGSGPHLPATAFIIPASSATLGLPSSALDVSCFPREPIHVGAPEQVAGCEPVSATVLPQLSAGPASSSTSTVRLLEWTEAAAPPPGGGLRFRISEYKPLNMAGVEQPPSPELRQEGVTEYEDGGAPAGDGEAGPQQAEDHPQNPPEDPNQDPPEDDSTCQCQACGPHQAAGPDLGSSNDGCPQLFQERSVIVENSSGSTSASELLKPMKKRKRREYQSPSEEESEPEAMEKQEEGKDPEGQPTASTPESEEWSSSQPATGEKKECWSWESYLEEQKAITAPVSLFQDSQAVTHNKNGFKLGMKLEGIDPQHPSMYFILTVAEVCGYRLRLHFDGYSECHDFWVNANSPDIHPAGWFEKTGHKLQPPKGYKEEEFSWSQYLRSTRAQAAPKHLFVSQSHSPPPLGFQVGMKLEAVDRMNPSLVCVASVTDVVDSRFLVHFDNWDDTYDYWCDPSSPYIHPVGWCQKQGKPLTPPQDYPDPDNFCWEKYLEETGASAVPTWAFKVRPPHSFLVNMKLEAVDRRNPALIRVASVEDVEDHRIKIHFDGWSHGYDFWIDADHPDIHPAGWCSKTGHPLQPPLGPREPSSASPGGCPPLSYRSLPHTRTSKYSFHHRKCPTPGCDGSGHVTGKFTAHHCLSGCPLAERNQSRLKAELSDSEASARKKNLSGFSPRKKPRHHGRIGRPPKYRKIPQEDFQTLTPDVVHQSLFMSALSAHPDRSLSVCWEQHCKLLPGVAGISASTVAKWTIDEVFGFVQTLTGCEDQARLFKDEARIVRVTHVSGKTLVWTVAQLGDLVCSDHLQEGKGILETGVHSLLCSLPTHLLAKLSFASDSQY
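AlphaScreen assay: L3MBTL1 (50 nM final) was preincubated 30 min at room temperature with biotinylated H3(1-15)K9me1 peptide (75 nM final), then 30 min with library compounds; streptavidin donor and nickel chelate acceptor beads (10 ug/mL final) added, 30 min dark.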
Starred values were filed as active, the others as inactive; ? = inconclusive; [ ] = another dose, or the depositor's remark. % is scaled to controls: 0 for no effect and ±100 for the full control effect; potency is read from the fitted curve at half-maximal effect. Some of the compounds tested; the hit share may differ from the screen's.

no. | L3MBTL1 inh | canonical_smiles
1 | 4% | COC(=O)c1ccc(CNC(=O)COC(=O)CCC(=O)c2ccc(F)cc2)cc1
2 | -16% | Cc1c(C(=O)O)sc(S(=O)(=O)N2CCN(C(=O)CCc3ccccc3)CC2)c1C(=O)O
3 | 2% | COCCCNC(=O)C1CC(=O)N(CCc2ccc(F)cc2)C1 (centres undefined)
4 | 5% | O=C(c1ccc(F)cc1)N1CCC(C(=O)N(Cc2ccccc2)c2ccccc2)CC1
5 | -1% | Cc1ccc(NC(=O)Cn2cnc3c(OCc4ccccc4)ncnc32)cc1C
6 | -11% | COc1cc(OC)c2c(-c3cccc(-c4ccoc4)c3)cc(=O)oc2c1
7 | -1% | O=C(Cc1ccsc1)NCC(=O)Nc1ccccc1Br
8 | -19% | COc1ccc([C@H]2CC(=O)C=C(c3ccc(F)cc3OCc3ccccc3)C2)cc1OC
9 | 6% | CCCN(CC(=O)Nc1ccccc1OC)C(=O)CC1CCCC1
10 | -8% | Cc1ccc(F)cc1NC(=O)CN1C(=O)NC(C)(c2ccc3c(c2)OCCO3)C1=O (centres undefined)

More records follow:
no. | L3MBTL1 inh | canonical_smiles
11 | 3% | CCOc1ccc(NC(=O)CN(C)C(=O)CCNC(=O)c2ccccc2Cl)cc1OCC
12 | 2% | CCC1(c2ccccc2)NC(=O)N(CC(=O)NC2(C#N)CCCCC2)C1=O (centres undefined)
13 | 2% | O=C(Cc1ccc(NC2=NC3CS(=O)(=O)CC3S2)cc1)Nc1ccc(F)cc1 (centres undefined)
14 | 0% | Cc1cc(=O)oc2cc(OCC(=O)N3CCOCC3)c(Cl)cc12
15 | 1% | O=C(Nc1ccc(Cl)cc1)c1ccc2snnc2c1
16 | -4% | Cc1ccc(/C(O)=C2/C(=O)C(=O)N(CC(=O)O)C2c2ccc([N+](=O)[O-])cc2)cc1 (centres undefined)
17 | 9% | Cc1ccccc1SCC(=O)OCC(=O)N1CC(=O)Nc2ccccc21
18 | 5% | CSCCC(NC(=O)c1ccco1)C(=O)NCC(C)(C)N1CCOCC1 (centres undefined)
19 | -4% | COc1ccc(NC(=O)CNC(=O)CC23CC4CC(CC(C4)C2)C3)c(OC)c1
20 | -14% | C#CCCc1ccccc1/C=[N+](/C)[O-]

Other entries.
no. | L3MBTL1 inh | canonical_smiles
21 | -1% | COc1ccccc1CNC(=O)COC(=O)COc1ccccc1Cc1ccccc1
22 | ? | CCN(CC)CCn1c2c(c(SCC(=O)Nc3nc(C)cs3)nc1=O)CCCC2
23 | -5% | COc1ccc2[nH]c3c(c2c1)CCN1C(=O)C(CC(=O)NCc2ccc(OC)c(OC)c2)C[C@H](C(=O)N2CCOCC2)[C@@]31CCC1CCCC1 (some centres undefined)
24 | -9% | CCOc1ccc(S(=O)(=O)NCCC(=O)NCC(c2ccc(OC)cc2)N2CCCCC2)cc1 (centres undefined)
25 | 3% | Cc1cccc(OC(=O)c2cccnc2)c1C
26 | -1% | CCC(=O)Nc1ccc(NC(=O)c2cc3ccccc3o2)c(OC)c1
27 | -5% | CCCCn1c(N)c(N(CCOC)C(=O)c2ccc(S(=O)(=O)N3CCC(C)CC3)cc2)c(=O)[nH]c1=O
28 | -3% | CC1CCCCC1NC(=O)NC(=O)COC(=O)C1=NN(c2ccccc2)C(=O)CC1 (centres undefined)
29 | 5% | O=C(c1cc(Cl)nc2ccccc12)N1CCN(Cc2ccc3c(c2)OCO3)CC1
30 | -1% | O=C(c1cccc(S(=O)(=O)N2CCN(c3ccccc3)CC2)c1)N1CCN(c2ccccc2O)CC1

(further entries)
no. | L3MBTL1 inh | canonical_smiles
31 | -1% | COC(=O)[C@]1(Cc2ccccc2)N[C@H](CN(C)S(=O)(=O)c2ccc(-c3ccccc3)cc2)[C@@H]2C(=O)N(Cc3ccccc3)C(=O)[C@@H]21
32 | -3% | CCC(Cc1ccccc1)NC(=O)c1cc(S(=O)(=O)N2CCCCC2)c[nH]1 (centres undefined)
33 | 24% | CCOC(=O)c1cc(-c2ccccc2)nn1Cc1cc(C)no1
34 | ? | CCOC(=O)NC(=O)CSc1ccc(S(=O)(=O)N(C)C2CCCCC2)cn1
35 | -8% | O=C(NCc1ccccc1)C1(CC2CC(c3ccccc3)=NO2)CCNCC1 (centres undefined)
36 | 6% | Cc1cc(C)c2c(N)c(C(=O)Nc3ccc(C)c(C)c3)sc2n1
37 | 9% | CC(C)c1cccc(C2=CC(=O)C[C@H](c3ccc4c(c3)OCO4)C2)c1
38 | -4% | COc1ccc(S(=O)(=O)N2CCOCC2)cc1NC(=O)Cc1cccs1
39 | -9% | CCCN1CCC(NC(=O)Cc2cccc(C)c2)CC1
40 | 2% | Cc1ccccc1-n1c(SCC(=O)c2c(N)n(C3CC3)c(=O)[nH]c2=O)nnc1N1CCOCC1

New compounds follow:
no. | L3MBTL1 inh | canonical_smiles
41 | -3% | CC(=O)Oc1ccc(/C=C/c2nc3ccccc3c(=O)o2)cc1
42 | ? | COc1ccc(C(=O)Nc2ccc(N3CCCCCC3)cc2)cc1S(=O)(=O)N1CCOCC1
43 | -2% | C[C@@H]1CN([C@H](C)CO)C(=O)Cc2cc(NC(=O)Cn3cnnn3)ccc2O[C@@H]1CN(C)Cc1ccc(Cl)c(Cl)c1
44 | -1% | O=C(C[C@H]1C(=O)N(Cc2ccccc2)C[C@@H]1Cc1ccccc1)Nc1ccccc1
45 | 3% | N#Cc1ccc(OCC(=O)N2CCCC2=O)cc1
46 | -8% | Cc1ccc(S(=O)(=O)CCC(=O)OCC(=O)NCCc2ccc(F)cc2)cc1
47 | -1% | COc1ccc2nc(NC(=O)CSCC(=O)Nc3cc(C)on3)sc2c1
48 | -9% | COc1ccc(/[N+]([O-])=C/c2ccco2)cc1
49 | -1% | CCC(=O)Nc1ccc(NC(=O)c2oc3ccccc3c2C)cc1
50 | -2% | COc1ccccc1/C=C/C(=O)Nc1cccnc1

(listing goes on)
no. | L3MBTL1 inh | canonical_smiles
51 | 11% | COc1ccccc1NC(=O)COC(=O)C1CC2CCCC(C1)C2=O (centres undefined)
52 | -10% | Cc1cc(C(=O)OCC(=O)c2cccs2)ccc1[N+](=O)[O-]
53 | -7% | O=C(N[C@@H](Cc1ccccc1)C(=O)OCc1ccccc1)c1nc[nH]c1C(=O)N[C@@H](Cc1ccccc1)C(=O)OCc1ccccc1
54 | 0% | Cc1nc(C)c(C(=O)OCC(=O)NCc2ccccc2)s1
55 | 6% | CCC(C)NC(=O)C1CCN(CCCc2ccccc2)CC1 (centres undefined)
56 | 2% | Cc1cc(C)cc(NC(=O)CN2CCC(NC(=O)c3ccccc3F)CC2)c1
57 | -4% | CCOC(=O)[C@@H]1[C@H]2COc3ccccc3[C@H]2N2C(=O)N(c3ccc(F)cc3)C(=O)[C@]12C
58 | 6% | Cc1cc(C)c(OCCN2CCOCC2)c(Cl)c1
59 | 3% | O=c1ccc(S(=O)(=O)N2CCCC2)cn1Cc1ccc(F)cc1
60 | ? | CCOC(=O)c1ccc(Nc2nc(C)nc3c2nnn3Cc2ccccc2)cc1

The list goes on:
no. | L3MBTL1 inh | canonical_smiles
61 | 5% | CCN(C[C@H]1N[C@@](CC)(C(=O)OC)[C@H]2C(=O)N(C)C(=O)[C@@H]12)C(=O)COC
62 | 2% | CCOC(=O)[C@H]1[C@H]2COc3ccccc3[C@@H]2N2C(=O)CN(Cc3ccc(C)cc3)C(=O)[C@@]12C
63 | -4% | OC[C@H]1O[C@@H](O[C@@H]2[C@@H](CO)O[C@@](O)(CO)[C@H]2O)[C@H](O)[C@@H](O)[C@H]1O
64 | 7% | COc1ccc(S(=O)(=O)N(C)C[C@H]2Oc3ccc(NC(=O)NC(C)C)cc3C(=O)N([C@H](C)CO)C[C@@H]2C)cc1
65 | 9% | COc1ccc(NC(=O)CSCC(=O)Nc2cc(Cl)ccc2N2CCOCC2)cc1
66 | -9% | COc1ccc2oc(C(=O)N3CCN(C/C=C/c4ccccc4)CC3)c(C)c2c1
67 | 12% | Cc1ccc(Cc2nnc(SCC(=O)Nc3ccccc3)[nH]c2=O)cc1
68 | -3% | O=C(NCCS(=O)(=O)N1CCCCC1)c1ccc2c(c1)OCO2
69 | -4% | CCCn1c(SCC(=O)N2CCCC2=O)nc2ccccc2c1=O
70 | 6% | CC(C)(O)c1cc2ccc(C#Cc3ccsc3)cc2c(=O)o1

(continued)
no. | L3MBTL1 inh | canonical_smiles
71 | -7% | O=C(COC(=O)c1ccccn1)NCc1cccs1
72 | 8.9µM* | Oc1ccc(/C=N/N=C/c2ccc(O)c(O)c2)cc1O
73 | 1% | O=C(COC(=O)CNC(=O)c1ccccc1)NCc1ccc2c(c1)OCO2
74 | -2% | CCOC(=O)c1nncc(-c2ccccc2)n1
75 | -1% | O=C(CSc1nnnn1C1CC1)Nc1cccc(S(=O)(=O)N2CCCC2)c1
76 | -6% | COc1ccc(N2C(=O)CC(NCC#N)C2=O)cc1 (centres undefined)
77 | 1% | COc1ccc(NC(=O)c2cccc3ccccc23)cc1
78 | -4% | COc1ccc(OCCOc2ccc(S(=O)(=O)N3CCCC3)cc2[N+](=O)[O-])cc1
79 | -6% | CC(C)[C@H](NC(=O)c1ccccc1)C(=O)OCC(=O)c1ccc(S(=O)(=O)N2CCCCC2)cc1
80 | 3% | Cc1noc(C)c1COc1ccc(C(=O)OCC(=O)Nc2ccc(C(=O)N(C)C)cc2)cc1

Four entries from above in a different format.
#76 COc1ccc(N2C(=O)CC(NCC#N)C2=O)cc1 (centres undefined)
  L3MBTL1 inh = -6%
#77 COc1ccc(NC(=O)c2cccc3ccccc23)cc1
  L3MBTL1 inh = 1%
#78 COc1ccc(OCCOc2ccc(S(=O)(=O)N3CCCC3)cc2[N+](=O)[O-])cc1
  L3MBTL1 inh = -4%
#79 CC(C)[C@H](NC(=O)c1ccccc1)C(=O)OCC(=O)c1ccc(S(=O)(=O)N2CCCCC2)cc1
  L3MBTL1 inh = -6%

The listing continues:
no. | L3MBTL1 inh | canonical_smiles
81 | -5% | CC(=O)C(c1ccccc1)C(c1ccccc1)C(C)[N+](=O)[O-] (centres undefined)
82 | 0% | CC1O[C@@H](OC2C(O)C(O)C(CO)O[C@H]2OC2C[C@]3(C)C(CC(O)C4[C@@H]([C@]5(C)CC[C@@H](C(C)(C)O)O5)CC[C@]43C)[C@@]3(C)CCC(O)C(C)(C)C23)C(O)C(O)C1O (some centres undefined)
83 | 5% | C[C@H](CO)N1C[C@H](C)[C@@H](CN(C)S(C)(=O)=O)Oc2ccc(NS(=O)(=O)c3ccccc3)cc2C1=O
84 | -2% | Cc1cc(NC(=O)CSCC(=O)N2CCN(c3ccccc3)CC2)no1
85 | ? | CN(CC(=O)Nc1ccccc1C(F)(F)F)C(=O)CSc1nnc(-c2ccncc2)n1C
86 | 6% | Cc1cccnc1NC(=O)c1ccc(S(=O)(=O)N2CCCCCC2)cc1
87 | 6% | Cc1ccc(S(=O)(=O)NCC(=O)OCC(=O)NCc2ccc3c(c2)OCO3)cc1
88 | 0% | CCOC(=O)[C@H]1[C@H]2COc3cc(OC)ccc3[C@@H]2N2C(=O)c3cc(OC)c(OC)cc3NC(=O)[C@@]12C
89 | 2% | O=C1CC2(CCN(C(=O)C3CC(=O)N(c4ccc(F)cc4)C3)CC2)Oc2ccccc21 (centres undefined)
90 | ? | Cc1c(C(=O)Nc2nc(-c3ccccn3)cs2)oc2ccccc12

Copied from the list.
#48 – L3MBTL1 inh: -9%
#84 – L3MBTL1 inh: -2%
#74 – L3MBTL1 inh: -2%

Next structures follow:
no. | L3MBTL1 inh | canonical_smiles
91 | 0%[2.29 µM] | COc1ccc(Cl)cc1S(=O)(=O)n1c([N+](=O)[O-])cnc1C
92 | -7% | CCOc1ccc(S(=O)(=O)N2CCCCC2)cc1NC(=O)C1COc2ccccc2O1 (centres undefined)
93 | -7% | COc1ccc(CN(C)C(=O)[C@H](Cc2ccccc2)NC(=O)c2ccco2)c(OC)c1
94 | 2% | COc1cccc(Nc2nn3c(=O)c4ccccc4nc3s2)c1
95 | -2% | COc1ccc(C(=O)/C=C/c2ccc(O)cc2)c2c1CC(O)C(C)(C)O2 (centres undefined)
96 | -3% | O=C(CCN1C(=O)C2CCCCC2C1=O)Nc1ccc(OC(F)F)cc1 (centres undefined)
97 | 12% | O=C(O)CC/C(=N\NC(=O)c1ccncc1)c1ccccc1
98 | -1% | COc1ccc(CCN(C)C(=O)COc2cccc(-n3cnnn3)c2)cc1OC
99 | 11% | Cc1ccc(S(=O)(=O)NCc2ccccc2)s1
100 | 7% | CC1CC(C)CN(S(=O)(=O)CCNC(=O)c2ccc3c(c2)OCO3)C1 (centres undefined)

A different layout for some results above.
entry	smiles	L3MBTL1 inh
97	O=C(O)CC/C(=N\NC(=O)c1ccncc1)c1ccccc1	12%
98	COc1ccc(CCN(C)C(=O)COc2cccc(-n3cnnn3)c2)cc1OC	-1%
99	Cc1ccc(S(=O)(=O)NCc2ccccc2)s1	11%
100	CC1CC(C)CN(S(=O)(=O)CCNC(=O)c2ccc3c(c2)OCO3)C1 (centres undefined)	7%

L3MBTL1 inh, hit marks shown above.
no. | L3MBTL1 inh | canonical_smiles
72 | 8.9µM* | Oc1ccc(/C=N/N=C/c2ccc(O)c(O)c2)cc1O

Remaining list, next part.
no. | L3MBTL1 inh | canonical_smiles
101 | -3% | CC1CC1C(=O)N1CCN(S(=O)(=O)c2cccc(F)c2)CC1 (centres undefined)
102 | 5% | CCCS(=O)(=O)N1CCCC(C(=O)Oc2ccc(OC)cc2)C1 (centres undefined)
103 | 7% | COc1ccc([C@@H]2[C@@H]3C(=O)N(C(C)(C)C)C(=O)[C@@H]3[C@]3(C)C(=O)N(c4cccc(C)c4)C(=O)N23)cc1
104 | -3% | O=C(NC1CCN(Cc2ccc(Cl)cc2)CC1)c1cn(-c2ccccc2)nc1-c1cccnc1
105 | -3% | O=C1NC[C@H](c2ccccc2)OC(=O)[C@@H](Cc2ccc(F)cc2)C/C=C\C[C@H]1CC(=O)N(CCO)Cc1ccccc1
